# Source: PubChem BioAssay
# HEK293 NFkB inh – lowers PMA/ionomycin-induced NF-kB signal in HEK293 cells; inhibition, % at 3 µM; AID 465; HEK-293 NF-kB luciferase reporter, luminescence; 0.21% of 62,000 active;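 active means inhibition above the mean of all tested compounds plus 3 SD, cut at about 40% in these data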;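 further: 0% = stimulated DMSO wells and 100% = 10 µM reference inhibitor 5653914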
#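 System – HEK-293 cells with stable firefly luciferase reporter driven by four HIV NF-kB elements · Doses – one dose, 3 µM · Schedule – 1 h compound pre-incubation, 16 h PMA/ionomycin at 37 °C · Technique – luminescence from luciferase substrate reagent · Measure – percent inhibition normalized per plate to DMSO and reference-inhibitor controls · Replicates – tested once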
# S1P3 agonist – activates the human S1P3 receptor; S1P3 NFAT-BLA reporter cells, agonism, FRET ratio; relative to 1 µM S1P, basal subtracted; Q99500; activation, % at 4.5 µM; 0.1% of 60,000 active;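 active means activation above the screen-wide mean plus 3 SD, cut at about 4.5% in these data, passing the limit was not always enough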; further: some compounds called inactive have numbers as strong as hits
#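 Benchmarks: high control 1 µM S1P / System: stable CHO line with human S1P3, Gα16, NFAT-BLA reporter / Dosing: single compound concentration, 4.5 µM final / Timing: 4 h compound at 37 °C, 2 h substrate at RT / Measured by: FRET β-lactamase substrate fluorescence, excitation 405 nm, 460/535 nm emission ratio, background-subtracted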
# D1 mod – D1 dopamine receptor (human) allosteric modulation; P21728; HEK293 D1, CRE-luciferase, dopamine EC30 potentiation; actives deviate in either direction; B-score at 10 µM; 5.9% of 58,000 active; AID 641;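 active means luminescence count or its row- and column-corrected plate score outside the 99.7% band of the plate's sample wells, on either side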
# HTR1A agonist – agonists of human 5-HT1a serotonin receptor | CHO 5-HT1a Ga15 NFAT-bla reporter, FRET ratio; 0% basal, 100% maximal reference agonist | 0.56% of 65,000 active | activation, % at 10 µM;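 active means activation above the screen-wide mean activation plus 3 SD, cut at about 19% in these data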;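 further: 0% = DMSO wells and 100% = 5-CT at EC100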
# Target sequence (P08908 whole entry, looked up): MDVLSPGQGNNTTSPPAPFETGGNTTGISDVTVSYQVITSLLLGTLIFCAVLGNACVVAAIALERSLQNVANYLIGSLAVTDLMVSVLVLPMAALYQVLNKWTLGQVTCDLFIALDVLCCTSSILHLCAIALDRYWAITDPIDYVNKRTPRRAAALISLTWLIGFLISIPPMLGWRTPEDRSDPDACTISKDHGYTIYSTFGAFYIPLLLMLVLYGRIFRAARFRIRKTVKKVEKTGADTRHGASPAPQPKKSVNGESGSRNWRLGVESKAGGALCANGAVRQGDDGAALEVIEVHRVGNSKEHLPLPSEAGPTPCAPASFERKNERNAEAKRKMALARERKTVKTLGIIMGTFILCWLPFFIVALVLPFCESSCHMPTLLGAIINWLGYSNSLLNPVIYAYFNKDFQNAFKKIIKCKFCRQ
# 5HT1a antag – blocks the human serotonin 5-HT1a receptor. AID 612. P08908. inhibition, % at 10 µM. 0.68% of 62,000 active. CHO 5-HT1a Ga15 NFAT-bla reporter, antagonist mode;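 active means inhibition above the mean of all tested compounds plus 3 SD, cut at about 43% in these data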;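 further: receptor stimulated by 5-CT agonist at 100 nM near EC80; beta-lactamase reporter measured by ratiometric fluorescence of a cleavable substrate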
# Jurkat tox 60K – cytotoxic compounds reducing Jurkat cell viability; inhibition, % at 4 µM; 1.2% of 56,000 active; Jurkat E6.1 viability, ATP luminescence, 48 h; AID 463;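 active means inhibition above the mean inhibition of all tested compounds plus 3 SD, cut at about 28% in these data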
# HTR1E antagonist – 5-HT1E (human) receptor antagonism. P28566. inhibition, % at 6 µM. CHO 5-HT1E Ga15 NFAT-bla reporter, FRET, antagonist. AID 571. 0.99% of 65,000 active;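 active means inhibition above a set limit, the mean inhibition across every tested compound plus 3 SD, cut at about 29% in these data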;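 further: signal is the 460 over 535 nm emission ratio of beta-lactamase substrate; 0% = agonist plus DMSO wells and 100% = wells without agonist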
# Target sequence (P28566 whole entry, looked up): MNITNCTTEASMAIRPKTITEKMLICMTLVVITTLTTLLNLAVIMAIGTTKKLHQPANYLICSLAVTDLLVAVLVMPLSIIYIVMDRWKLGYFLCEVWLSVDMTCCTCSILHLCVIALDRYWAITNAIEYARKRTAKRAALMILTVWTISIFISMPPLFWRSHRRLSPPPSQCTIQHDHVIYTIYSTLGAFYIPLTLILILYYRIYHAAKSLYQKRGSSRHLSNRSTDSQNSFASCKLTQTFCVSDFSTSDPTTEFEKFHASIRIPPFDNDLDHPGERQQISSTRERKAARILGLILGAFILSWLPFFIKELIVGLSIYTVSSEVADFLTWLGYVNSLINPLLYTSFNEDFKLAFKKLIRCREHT
# S1P1 ag pot – S1P1 (human) agonism or agonism potentiation. S1P1 CRE-bla cells, forskolin, beta-lactamase FRET, potentiator mode; S1P1 agonist co-added at EC20, 2 nM; 100% = saturating reference agonist, 0% = basal. activation, % at 9.5 µM. 0.57% of 56,000 active;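 active means activation above a cutoff set at the mean activation of all tested compounds plus 3 SD, cut at about 54% in these data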;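 further: forskolin at 4 µM as EC80 and the EC20 agonist is SEW2871; 100% = SEW2871 at its EC100 plus forskolin at EC80; some compounds past the cut are filed as inactive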
# 5HT1E ag – agonists of human 5-HT1E serotonin receptor; 0.69% of 65,000 active; CHO 5-HT1E Ga15 NFAT-bla reporter, FRET; 0% DMSO wells, 100% control agonist wells; activation, % at 6 µM; AID 574; P28566;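 active means activation above a set limit, the screen-wide mean activation plus 3 SD, cut at about 8.5% in these data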;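 further: 100% = positive control agonist at 1 µM giving full maximal response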
# * marks the source's active call; other numbers are inactive results; / = no result given. A portion of the library. The share of hits here may be higher or lower than overall.
entry	smiles	5HT1a antag	HTR1A agonist	5HT1E ag	HEK293 NFkB inh	D1 mod	Jurkat tox 60K	S1P3 agonist	HTR1E antagonist	S1P1 ag pot
1	Cc1ccccc1-c1nc(CS(=O)CC(=O)N2CCC3(CC2)OCCO3)c(C)o1 (stereo not given)	7	-0.8	-0.8	5	-0.073	3	-0.6	6	14
2	O=c1[nH]c2ccccc2c(=O)n1-c1cccc(Cl)c1	/	-0.2	-1.1	/	9.2*	/	-0.7	-6	-13
3	CCOC(=O)C1=C(N)OC(C)=C(C(=O)OCCOC)C12C(=O)Nc1ccccc12 (stereo not given)	-3	-1.9	-0.5	-2	/	-6	-0.8	-5	-13
4	N=c1sc2c(n1Cc1ccccc1)CCCC2	27	-3.4	-0.2	13	-0.16	-4	-0.8	1	-13
5	N=C1C(c2ccccc2)=C(O)CN1Cc1ccco1	0	0.2	-0.1	12	-0.36	16	-1.1	5	10
6	O=C1OCCC1NC1=NCCC1 (stereo not given)	6	0.2	-0.7	6	-0.049	0	0.7	-17	6
7	CCCCn1c(N)c(C(=O)OCC2CCCO2)c2nc3ccccc3nc21 (stereo not given)	18	2.3	1.5	27	0.94	-2	0.3	12	-15
8	C=Cn1ccnc1P(=S)(c1c(C)nn(-c2ccccc2)c1C)c1nccn1C=C	7	-0.8	0.5	12	/	/	/	-11	/
9	CCOC(=O)C1CCN(C(C)C(=O)c2c(C)[nH]c3cc(C)ccc23)CC1 (stereo not given)	5	-6.5	0.3	10	-0.39	-3	-0.1	4	16
10	CN1CCN(c2ccc(NC(=O)C(C)(C)C)cc2)CC1	0	0.2	0.3	13	/	/	/	-10	/
11	COc1ccc(N=C(C)c2c(O)n(C)c(=O)n(C)c2=O)c(OC)c1	-3	-1.4	-2.3	0	0.0064	6	-0.6	14	-6
12	CNCC(O)c1ccc(O)cc1 (stereo not given)	/	-2.0	0.3	/	0.045	/	0.4	-3	-8
13	O=C1CN=C(c2ccccc2)c2oc3ccc(Br)cc3c2N1	15	0.0	0.4	7	7.4*	-8	-1.1	10	-31
14	O=P(C(c1ccc2c(c1)OCO2)N1CCOCC1)(N1CCOCC1)N1CCOCC1 (stereo not given)	8	-2.6	0.0	14	-1.2	0	-0.6	-8	0
15	CCOC(=O)c1ccc(N2C(=O)CC(N3CCC(C#N)(c4ccccc4)CC3)C2=O)cc1 (stereo not given)	-9	-0.1	0.5	2	0.46	3	-0.6	14	/
16	CCn1c(=O)n(CC(=O)N2CCC3(CC2)OCCO3)c(=O)c2ccccc21	13	-3.9	6.8	16	-0.0012	1	0.7	-2	-30
17	CCN1c2nc3c(C)cccn3c(=O)c2CC2(C(=O)N(C)C(=O)N(C)C2=O)C1C (stereo not given)	5	-0.3	-0.8	11	-0.0013	11	-0.8	8	-6
18	CC(C)(C)C(O)C(Oc1ccc(Cl)cc1)n1cncn1 (stereo not given)	3	-1.8	1.5	0	-0.73	-2	-0.4	-115	-3
19	CC(C)OC(=O)c1c(N)n(Cc2ccco2)c2nc3ccccc3nc12	/	6.1	0.1	/	1.4	/	-3.7	29*	-32
20	CCCCCn1c(=O)c(C(=O)NCc2ccccn2)c(O)c2ccccc21	6	-1.6	-0.7	14	2.5	5	-2.5	14	10
21	NC(=O)CN1CC(c2ccccc2)CC1=O (stereo not given)	-17	-2.0	-0.1	11	/	-4	-0.6	-17	-19
22	CCCCN=Cc1c(O)n(-c2c(C)cc(C)cc2C)c(=O)[nH]c1=O	1	-2.6	-1.1	2	0.16	-2	-1.9	-1	-9
23	C[C@]12CCC(=O)C=C1CC[C@@H]1[C@@H]2CC[C@]2(C)C(=O)CC[C@@H]12	/	-1.4	-0.7	/	0.5	/	-0.6	15	-12
24	CCC(=NCCO)c1c(O)n(-c2ccc(Cl)cc2)c(=O)[nH]c1=O	-18	-0.4	0.0	2	-0.22	-2	0.1	-7	-10
25	Nc1ccc(S(=O)(=O)N2CC3CC(C2)c2cccc(=O)n2C3)cc1 (stereo not given)	-4	-5.3	-0.3	1	0.28	4	-0.5	5	-28
26	O=C(CN1C(=O)CN=C(c2ccccc2)c2ccccc21)NCc1ccco1	-3	-1.4	-0.7	19	-0.73	8	-1.1	-9	-6
27	CCN(CC)CCCN=Cc1c(O)n(CCc2ccc(OC)c(OC)c2)c(=O)[nH]c1=O	5	-0.4	0.9	4	-0.38	-1	-1.5	1	10
28	N=Cc1c(O)n(-c2cccc(Cl)c2)c(=O)[nH]c1=O	-4	-2.0	0.4	-4	0.75	1	-0.7	14	-16
29	CC1(C)CSC(Nc2ccc(F)c(Cl)c2)=N1	4	0.2	-1.5	10	/	/	/	13	/
30	CC(=NCCCN1CCCCC1)c1c(O)n(Cc2ccccc2)c(=O)[nH]c1=O	-6	-2.9	-1.3	5	-0.1	1	-0.5	9	13
31	COc1ccc(N=C(C)c2c(O)n(C3CCCCC3)c(=O)[nH]c2=O)c(OC)c1	-5	1.0	-0.2	17	1.4	-4	0.7	-6	-1
32	CC(=O)C1C2c3ccccc3OC1(C)N=c1s/c(=C/c3cnn(C)c3)c(=O)n12 (stereo not given)	2	-0.3	-0.9	16	/	-5	0.0	1	-20
33	Oc1cc2c(cc1CN1CCN(c3ccccc3)CC1)CCC2	15	-3.1	0.5	22	0.05	-2	-0.3	-8	11
34	CCCCCCN=C(C)c1c(O)n(CCCC)c(=O)[nH]c1=O	-14	-1.2	2.4	4	4	-2	-1.7	-2	0
35	CCN(CC)CCOC(=O)c1cc2cc(COC)ccc2o1	14	-4.6	0.1	4	0.41	6	4.2	-2	-28
36	O=C(c1cc2c(s1)CCCCCC2)N1CCC2(CC1)OCCO2	19	-3.3	-0.3	21	0.64	10	-1.5	11	6
37	CC[N+]1(C)CCCC(OC(=O)C(O)(c2ccccc2)c2ccccc2)C1 (stereo not given)	/	-1.4	-0.1	/	0.052	/	-2.7	-8	-17
38	COc1ccc(C(=O)CN2CCOCC2)cc1F	/	3.1	0.7	/	/	/	-3.8	1	10
39	CCOC(=O)c1[nH]c(C)c(C(=O)N2CCC3(CC2)OCCO3)c1C	-7	-2.2	-0.6	11	/	-12	0.1	-2	-12
40	NC(=O)C1(N2CCCCC2)CCN(Cc2ccccc2)CC1	8	-0.5	-0.7	-4	-0.7	1	-1.0	-6	-17
41	O=c1cccc2n1CC1CC2CN(Cc2c(F)cccc2Cl)C1 (stereo not given)	-18	1.1	0.5	12	0.1	-6	0.0	1	-4
42	C[N+]12CCC(CC1)C(C#N)(N1CCOCC1)C2 (stereo not given)	-1	1.0	-0.6	27	-0.032	-1	-0.3	-9	-11
43	O=C1c2ccccc2C(=O)N1Cc1nc2ccccc2c(=O)n1-c1ccccn1	0	-1.2	0.5	19	-0.25	-1	-0.1	-1	-8
44	CCC(=Nc1ccc2c(c1)CCC2)c1c(O)n(C2CCCCC2)c(=O)[nH]c1=O	-8	-1.8	0.1	17	0.88	2	-1.2	-7	-20
45	CC(=O)OC1(Cc2ccccc2)CN2CCC1c1ccccc12 (stereo not given)	/	-1.2	-0.1	/	1.3	/	-1.2	-2	-5
46	COc1ccc(CCn2c(O)c(C=NCc3ccc4c(c3)OCO4)c(=O)[nH]c2=O)cc1OC	3	1.3	0.3	5	1.2	-2	-1.0	13	8
47	C=CCn1c(O)c(C(C)=Nc2ccc(NC(C)=O)cc2)c(=O)[nH]c1=O	-1	-1.1	0.5	-1	-0.053	-3	-0.3	-4	-5
48	O=C(c1ccc2nc3ccc(Cl)cc3c(=O)n2c1)N1CCC2(CC1)OCCO2	-3	1.8	-0.3	8	2.1	/	/	5	/
49	S=C(c1ccc(Cl)cc1)N1CCOCC1	2	-3.9	-0.5	6	0.1	1	-1.6	-5	-19
50	Cc1cccc(N2C(=O)NC(=O)C3(Cc4cc(C)ccc4N(C)C3)C2=O)c1 (stereo not given)	6	1.5	-0.1	-2	0.1	0	-0.9	-6	-16
51	O=C(Cn1cnc2sc3c(c2c1=O)CCCC3)NCCC(=O)N1CCC2(CC1)OCCO2	0	-3.8	-0.5	18	0.57	2	-0.7	-10	-2
52	COCCOC(=O)c1c(N)n(Cc2ccc(OC)cc2)c2nc3ccccc3nc12	42	-0.6	-0.6	11	6.3*	-4	0.6	27	-13
53	Cc1ccc(-c2nc(CS(=O)CC(=O)N3CCC4(CC3)OCCO4)c(C)o2)cc1 (stereo not given)	-10	-3.1	-1.3	0	-1.2	3	-0.8	19	4
54	COc1ccc(N2C(=O)CC(=O)NC2=O)cc1	0	-3.2	1.2	11	-0.37	0	-0.3	-6	/
55	CN1C(=O)N(C)C(=O)C(CCc2ccncc2)(Cc2ccc3c(c2)OCO3)C1=O	2	-0.9	0.5	1	0.25	-2	0.2	-5	-13
56	O=C(Nc1cccc(Cl)c1)c1c(O)c2c(n(Cc3ccco3)c1=O)CCCC2	0	-0.1	0.7	7	1.7	1	-0.9	-2	10
57	O=C(CCC(=O)N1CCC2(CC1)OCCO2)Nc1nnc(C(F)(F)F)s1	-3	-0.2	0.8	11	/	-4	-0.9	3	-28
58	C=CCn1c(O)c(C(C)=Nc2ccc(N(CC)CC)cc2)c(=O)[nH]c1=O	3	-3.4	0.7	13	0.32	17	-1.2	2	-28
59	CCN(CC)CCCN=Cc1c(O)n(-c2ccccc2F)c(=O)[nH]c1=O	3	-0.7	0.6	-1	0.86	-1	0.1	-10	-12
60	C=CCOC(=O)COc1cc(C)cc2oc(=O)c3c(c12)CCC3	2	-1.2	-0.5	14	-0.25	6	-0.6	-3	-14

# 2 entries picked at random from the list so far, as already listed:
entry	smiles	5HT1a antag	HTR1A agonist	5HT1E ag	HEK293 NFkB inh	D1 mod	Jurkat tox 60K	S1P3 agonist	HTR1E antagonist	S1P1 ag pot
47	C=CCn1c(O)c(C(C)=Nc2ccc(NC(C)=O)cc2)c(=O)[nH]c1=O	-1	-1.1	0.5	-1	-0.053	-3	-0.3	-4	-5
59	CCN(CC)CCCN=Cc1c(O)n(-c2ccccc2F)c(=O)[nH]c1=O	3	-0.7	0.6	-1	0.86	-1	0.1	-10	-12

# Other compounds.
entry	smiles	5HT1a antag	HTR1A agonist	5HT1E ag	HEK293 NFkB inh	D1 mod	Jurkat tox 60K	S1P3 agonist	HTR1E antagonist	S1P1 ag pot
61	OCC12COC3c4ccccc4C(OC1)N32 (stereo not given)	-11	-0.7	-0.2	4	0.038	-1	-0.9	1	-16
62	CCCCOCCCn1c(N)c(C(=O)OC(C)COC)c2nc3ccccc3nc21 (stereo not given)	/	4.8	10*	/	6.7*	/	-1.6	14	-4
63	CC1CC2(O)c3no[n+]([O-])c3CCC2N1O (stereo not given)	-12	1.0	0.1	6	-1.1	-2	0.0	-10	/
64	CCCCP(=O)(O)CCC(=O)O	3	-3.1	0.2	0	-0.1	-10	0.1	3	5
65	COP(=S)(OC)SCN1C(=O)c2ccccc2C1=O	-5	-2.9	0.8	3	0.09	-15	-0.8	14	-29
66	CN1C(=O)CN=C(c2ccc(Cl)cc2)c2cc(Cl)ccc21	/	-0.7	-0.4	/	1.2	/	0.4	-6	-8
